Screening results as filed in PubChem.
D1 potentiator: human D1 dopamine receptor positive modulation. 360,000 compounds, 0.036% hits. HEK293 TREx D1 cells, calcium flux, dopamine EC20 potentiation. potentiation, % at 10 µM. AID 504651; in the data active means potentiation above about 30%; further: 0% is about no effect
GRP78 ERSR act: ER stress response induction in glioma; U87-MG GRP78 promoter luciferase reporter, 16 h; Potency, µM, without a hit: top-dose activation, most hits filed as activators; 420,000 compounds, 0.02% hits; AID 602332; further: potency means the concentration at half of the fitted maximal effect; series mostly up to about 76 µM; % of control where 0% means no effect; nearly all actives have a fitted effect of over 35% in size
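Stably transfected U87-MG glioma cells carrying a GRP78-based luciferase sensor; 16 h compound incubation. Luminescence end-point read 10 min after Bright-Glo addition at room temperature.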
RXFP1 ag: RXFP1 (human) receptor agonism; AID 2676; Potency, µM (top dose mostly 57.5 µM), for the others: at the top dose activation, hits mostly activators; Q9HBX9; HEK293T-RXFP1 cAMP TR-FRET, 30 min; response scale: percent of porcine relaxin response, buffer zero; 370,000 compounds, 0.3% hits; further: potency means the concentration at half of the fitted maximal effect; on the % scale 0 is the no-effect control and ±100 the full control effect; nearly all actives have a fitted effect of over 60% in size; many of its hits are not listed in these tables
Target sequence (Q9HBX9 whole entry, looked up): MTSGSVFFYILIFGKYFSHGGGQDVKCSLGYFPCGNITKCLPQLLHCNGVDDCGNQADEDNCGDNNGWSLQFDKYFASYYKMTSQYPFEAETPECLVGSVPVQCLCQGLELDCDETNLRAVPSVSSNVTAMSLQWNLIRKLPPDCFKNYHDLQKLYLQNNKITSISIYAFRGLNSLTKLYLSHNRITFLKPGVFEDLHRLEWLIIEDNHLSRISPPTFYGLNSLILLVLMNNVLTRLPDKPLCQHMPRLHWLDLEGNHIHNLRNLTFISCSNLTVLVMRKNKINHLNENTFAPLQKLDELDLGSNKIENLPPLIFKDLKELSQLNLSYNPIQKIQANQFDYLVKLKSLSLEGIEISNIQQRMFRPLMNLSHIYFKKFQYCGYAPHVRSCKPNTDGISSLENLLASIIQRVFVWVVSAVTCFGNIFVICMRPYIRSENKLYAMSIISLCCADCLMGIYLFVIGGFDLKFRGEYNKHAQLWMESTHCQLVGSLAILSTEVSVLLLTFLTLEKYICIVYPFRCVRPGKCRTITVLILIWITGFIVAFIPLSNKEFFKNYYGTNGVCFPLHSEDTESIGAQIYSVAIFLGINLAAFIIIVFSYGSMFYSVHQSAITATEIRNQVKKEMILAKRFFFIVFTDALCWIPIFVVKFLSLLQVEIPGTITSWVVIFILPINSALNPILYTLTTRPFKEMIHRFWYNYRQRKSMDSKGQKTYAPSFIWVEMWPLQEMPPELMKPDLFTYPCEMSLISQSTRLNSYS
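HEK293 cells stably expressing RXFP1, treated 30 min at 37C with compounds plus PDE4 inhibitor Ro 20174; cAMP measured by HTRF TR-FRET. Normalized to buffer and 29 nM porcine relaxin; EC50 by Hill fit.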
Vif-APOBEC3F blk: inhibitors of Vif-A3F interaction; HeLa A3F-eYFP + Vif (tagged APOBEC3F with the HIV-1 protein that degrades it), YFP fluorescence increase; Potency, µM (series often up to 46.1 µM), inactives show at the top dose activity, negative = active; 390,000 compounds, 0.2% hits; AID 602313; further: potency means the concentration at half of the fitted maximal effect; % of control where 0% means no effect; nearly all actives have a fitted effect of over 65% in size
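Fluorescence increase (Ex 488/Em 500-530) after overnight compound treatment at 37 deg C flags inhibition of Vif-driven A3F-eYFP loss in stable HeLa A3F-eYFP/Vif cells seeded overnight beforehand.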
Vif-APOBEC3G blk: inhibitors of Vif-APOBEC3G interaction | Q9HC16 | HeLa A3G-eYFP + Vif (tagged APOBEC3G with the HIV-1 protein that degrades it), YFP fluorescence, overnight | Potency, µM (highest dose often 46.1 µM), without a hit: at the top dose activity, negative = active, hits mostly inhibitors | 410,000 compounds, 0.076% hits | AID 602310;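 further: potency means the concentration at half of the fitted maximal effect; on the % scale 0 is the no-effect control and ±100 the full control effect; nearly all actives have a fitted effect of over 60% in size; hits raise eYFP signal because A3G escapes Vif-driven loss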
Target sequence (Q9HC16 whole entry, looked up): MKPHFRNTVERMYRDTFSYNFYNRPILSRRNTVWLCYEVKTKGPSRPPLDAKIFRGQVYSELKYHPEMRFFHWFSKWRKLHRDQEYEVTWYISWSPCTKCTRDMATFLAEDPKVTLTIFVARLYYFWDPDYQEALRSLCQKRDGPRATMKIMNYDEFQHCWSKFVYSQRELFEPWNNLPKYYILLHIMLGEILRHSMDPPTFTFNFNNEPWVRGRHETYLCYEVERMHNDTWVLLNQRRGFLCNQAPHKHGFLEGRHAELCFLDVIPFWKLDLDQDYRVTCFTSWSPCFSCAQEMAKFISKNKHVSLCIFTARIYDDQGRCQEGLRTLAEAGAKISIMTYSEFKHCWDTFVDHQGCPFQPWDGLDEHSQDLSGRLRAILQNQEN
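Read-out is eYFP fluorescence (Ex 488/Em 500-530) from Vif-expressing HeLa A3G-eYFP cells; more signal means A3G escaped Vif-mediated degradation. Cells plated overnight, compound pinned in, incubated overnight at 37 deg C.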
D2 PAM: positive allosteric modulators of human D2 dopamine receptor. HEK293 T-REx D2, calcium flux, EC20 dopamine potentiation. potentiation, % at 10 µM. 340,000 compounds, 0.34% hits. AID 485347;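 active means potentiation over 3 SD above the plate norm, cut at about 30% in these data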; further: 0% is about no effect
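Using a no-wash calcium dye in inducible, force-coupled HEK293 Trex cells expressing D2, we tracked fluorescence each second for 180 s after compound, then for 180 s after EC20 dopamine to detect augmented signalling.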
D1 ag: human D1 receptor agonism; P21728; HEK293 T-REx D1 cells, calcium flux, agonist mode; activation, % at 2 µM; 360,000 compounds, 1% hits; AID 504660; in the data active means activation above about 30%; further: 0% is about no effect
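Tetracycline-induced HEK293 TREx D1 cells, force-coupled to calcium signalling, were dye-loaded with a no-wash calcium kit. Compound was pin-added after a 10 s baseline. Fluorescence was read kinetically at 1 cycle/s for 180 s, with calcium rises flagged as agonism.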
RXFP1 antag: blocks the human relaxin receptor RXFP1; Q9HBX9; HEK293-RXFP1, relaxin-stimulated cAMP HTRF, 30 min; active compounds read low; activity change, negative = inhibition, % at 57.5 µM; 350,000 compounds, 0.59% hits; AID 1259400;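 active means activity change of -60% or lower, but not beyond a set lower limit; inconclusive means change between -60% and -40%, or beyond the set limit; inactive means change above -40%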; further: on the % scale 0 is the no-effect control and ±100 the full control effect
D1 antag: antagonists of human D1 dopamine receptor | P21728 | HEK293 TREx D1 cells, calcium flux, dopamine EC80; active compounds read low | activity change, negative = inhibition, % at 10 µM | 360,000 compounds, 3.2% hits | AID 504652; in the data active means activity change below about -30%; further: on the % scale 0 is the no-effect control and ±100 the full control effect
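Calcium flux readout: force-coupled, inducible Hek293 Trex D1 line, cells induced overnight at 30 C with tetracycline, dye-loaded 30–90 min at RT. Antagonism scored against EC80 dopamine challenge given 180 s after compound.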
Starred values were filed as active, the others as inactive; ? = inconclusive; / = not tested or not shown. Unless noted, the call rests on the fitted dose curve; in most records, active means well fitted curve in the direction sought with a large enough effect; inconclusive means small, poorly fitted or top-dose-only effect, or another doubt; inactive means no such curve, though single readings can be large; an effect the other way counts as inactive or inconclusive.

SMILES	D1 potentiator	GRP78 ERSR act	RXFP1 ag	Vif-APOBEC3F blk	Vif-APOBEC3G blk	D2 PAM	D1 ag	RXFP1 antag	D1 antag
COc1ccc(NC(=O)COC(=O)CC2CC3CCC2C3)c([N+](=O)[O-])c1 (configuration not stated)	-2	-2%	1.6%	-18%	0%	3	4	-6	-97*
CC1CCCN(CCCNC(=O)c2ccc3c(c2)N(Cc2cccc(Cl)c2)C(=O)c2ccccc2S3=O)C1 (configuration not stated)	/	-6%	/	-28%	-8%	/	/	-3	/
O=C(O)CCNc1cc2ccccc2cc1C(=O)O	0	4%	-1.1%	-4%	0%	/	9	-1	1
CCc1ccc(NC(=O)C(=O)NCCN2CCN(S(=O)(=O)c3ccccc3)CC2)cc1	-8	-4%	1.9%	-7%	0%	12	2	-1	1
CC1=C(c2ccc(C)cc2)S(=O)(=O)N(Cc2ccc(C(=O)NCc3ccccc3)cc2)C1=O	-2	-2%	-1.7%	10%	4%	-4	9	-1	-4
CCOC(=O)c1c(C)[nH]c(C)c1C(=O)COC(=O)[C@@H](NC(=O)c1ccco1)C(C)C	/	-4%	/	-11%	-1%	/	/	-8	/
CCCCOC(=O)C1C2CCC(O2)C1C(=O)OCC (configuration not stated)	/	-1%	/	7%	0%	/	/	-2	/
CCOC(=O)c1ccccc1NC(=O)c1c(O)c2ccccc2n(CC)c1=O	3	1%	0.1%	1%	-3%	/	1	-14	-4
O=C(NCc1ccco1)C1CCN(c2nc3ccccc3n2Cc2ccc(F)cc2)CC1	/	-2%	0.0%	6%	0%	-5	-2	/	-14
COc1ccc(-c2noc(N3CCC(C(=O)Nc4ccc(F)cc4)CC3)n2)cc1	-14	2%	2.6%	0%	-1%	-9	5	-4	-7
Cc1cc(C)n(-c2c(F)c(F)c(CN3CCCCC3)c(F)c2F)n1	-2	-4%	0.5%	-11%	2%	/	2	-9	-10
Nc1ccc2oc(Cc3ccc(Cl)cc3)nc2c1	-5	/	-0.4%	/	/	9	-1	3	-10
COCCCNC(=S)NC1CC2CCC(C1)N2Cc1ccccc1 (configuration not stated)	0	-5%	0.8%	-2%	-4%	-12	2	-3	-2
O=C(NCc1ccc(F)cc1)C1CCN(S(=O)(=O)N2CCOCC2)CC1	1	-4%	4.2%	-4%	1%	-4	1	-6	5
O=C(O)c1ccc(NC(=O)C2(c3ccccc3)CCCC2)cc1	-8	1%	0.4%	-19%	0%	17	2	-12	-2
COc1ccc(Cl)cc1C(=O)NCC(c1ccco1)N(C)C (configuration not stated)	0	-3%	4.2%	3%	0%	/	0	1	28
Cc1c(C(=O)N(Cc2ccccc2F)C2CCS(=O)(=O)C2)oc2ccccc12 (configuration not stated)	1	-2%	0.4%	0%	1%	-1	2	-16	-6
COc1ccccc1OCC(=O)Nc1nnc(-c2ccco2)s1	2	3%	10%	0%	-1%	11	7	-5	-11
O=C1CC(c2ccc(F)cc2)Cc2nc(NCC3CCCO3)ncc21 (configuration not stated)	-1	-3%	0.6%	0%	-4%	5	-1	-9	-9
Clc1ccc(CNc2ncnc3[nH]ncc23)c(Cl)c1	/	-2%	/	-1%	3%	/	/	-18	/

Full records as entered above:
O=C(O)c1ccc(NC(=O)C2(c3ccccc3)CCCC2)cc1 is listed as D1 potentiator = -8; GRP78 ERSR act = 1%; RXFP1 ag = 0.4%; Vif-APOBEC3F blk = -19%; Vif-APOBEC3G blk = 0%; D2 PAM = 17; D1 ag = 2; RXFP1 antag = -12; D1 antag = -2
COc1ccccc1OCC(=O)Nc1nnc(-c2ccco2)s1 is listed as D1 potentiator = 2; GRP78 ERSR act = 3%; RXFP1 ag = 10%; Vif-APOBEC3F blk = 0%; Vif-APOBEC3G blk = -1%; D2 PAM = 11; D1 ag = 7; RXFP1 antag = -5; D1 antag = -11

Following part.
SMILES	D1 potentiator	GRP78 ERSR act	RXFP1 ag	Vif-APOBEC3F blk	Vif-APOBEC3G blk	D2 PAM	D1 ag	RXFP1 antag	D1 antag
O=C(CCl)N1c2ccccc2OCC1c1ccccc1 (configuration not stated)	-2	8%	1.0%	2%	-13%	3	3	-17	-2
COc1cccc(NC(=O)CSc2nnc(-c3ccoc3C)n2CC2CCCO2)c1 (configuration not stated)	-5	-4%	0.2%	2%	-1%	-7	-1	5	5
Cc1ccc2oc(-c3cc(NC(=O)c4ncn[nH]4)ccc3O)nc2c1	-1	1%	10%	?	-9%	31*	7	?	-6
O=C(NC1CCCC1)C1CCC(CNS(=O)(=O)c2ccccc2)CC1 (configuration not stated)	0	4%	-2.1%	0%	-1%	-2	1	8	-20
Cc1c(C(=O)NCc2cccc(Br)c2)oc2ccc3c(c12)C(=O)CC(C)(C)O3	7	/	1.5%	/	/	1	7	3	5
COc1ccc(CCNC(=O)CSC(=O)c2ccccc2)cc1OC	4	-4%	-2.6%	-15%	-11%	2	2	-5	5
COc1ccc(-c2nc(CS(=O)CC(=O)NC3CCCCCC3)c(C)o2)cc1 (configuration not stated)	-24	-7%	0.8%	-1%	0%	-2	1	25	5
O=C(NCC1c2ccccc2CCN1C(=O)CN1CCOCC1)C1CCCCC1 (configuration not stated)	-2	3%	-0.3%	3%	2%	-5	1	-2	-4
CCOc1ccc(CN2CCN(Cc3cn(CC)nc3C)CC2CCO)cc1 (configuration not stated)	0	-1%	-0.3%	0%	0%	-1	0	3	-3
CCn1nnnc1NCc1ccc(N2CCCC2)cc1	-3	-3%	0.3%	8%	0%	/	0	-10	-3
CC(Nn1cnnc1)c1cc(Cl)ccc1O (configuration not stated)	2	-3%	2.1%	0%	-2%	13	2	-3	2
CC(C)(C)CC(C)(C)NC(=O)CSCC(=O)Nc1ccc2ccccc2c1	2	2%	-0.1%	-2%	0%	5	8	-15	-18
Cc1cc(C)nc(NC(=S)NC(=O)c2ccccc2F)n1	/	4%	/	-5%	-8%	/	/	15	/
O=C1COc2ccc(C(=O)c3ccccc3C(=O)NCc3ccco3)cc2N1	-2	-2%	-0.4%	-4%	-3%	16	0	7	-26
C=CCn1c(SCC(=O)N2CCCCC2)nnc1-c1ccncc1	1	-2%	2.2%	-8%	2%	8	4	3	4
O=C(COc1ccccc1)NC1=NCCS1	-4	-5%	1.3%	1%	3%	-2	3	1	-2
CCN1CCN(Cc2nc3cc(NC(=O)c4cccc([N+](=O)[O-])c4)ccc3n2CC)CC1	4	-3%	1.0%	-3%	0%	-25	2	12	-4
O=C(CCl)Nc1ccc(N=Nc2ccccc2)cc1	-1	-5%	-0.3%	?	?	-1	11	-10	-3
CCOC(=O)CCCCC(=O)c1[nH]c(=O)[nH]c1CSc1nnc2c3ccccc3n(C(C)C)c2n1	-3	15%	7.3%	-1%	-1%	7	4	7	-20
N#CNC(N)=Nc1cccc(Cl)c1	-10	-3%	1.1%	1%	0%	-6	2	2	11
Cc1ccc(NC(=O)c2ccn(C)n2)c(Br)c1	0	-8%	-0.8%	13%	1%	-1	1	0	-5
CC(/C=N/n1c(-c2ccco2)n[nH]c1=S)=C\c1ccccc1	18	-1%	0.2%	-3%	0%	-12	0	-19	-7
CCOC(=O)c1c(NC(=O)c2ccc(S(=O)(=O)N(C)C3CCCCC3)cc2)sc2c1CCN(C(C)C)C2	-1	-2%	1.1%	?	-8%	-10	56*	/	19
Cc1cc(NC(=O)COC(=O)COc2cccc3c2OC(C)(C)C3)no1	-5	-3%	-0.3%	5%	-12%	-4	4	-4	-13
CC(C)COC(=O)c1cc(-c2ccc(/C=N/n3cnnc3)o2)ccc1Cl	-6	1%	0.8%	0%	-1%	-3	2	-3	6
O=C(c1cc([N+](=O)[O-])cc([N+](=O)[O-])c1)N(c1ccccn1)c1ccccn1	-6	-3%	0.4%	1%	1%	4	0	/	1
CC(=O)NCCCc1c[nH]c2ccc(Cl)cc12	-5	7%	-0.2%	2%	1%	8	2	6	-8
Cc1ccc(S(=O)(=O)N2CCC(C(=O)Nc3ccc(N4CCOCC4)cc3)CC2)cc1C	-2	-3%	0.5%	11%	2%	2	6	-24	-8
O=S1(=O)N=C(N/N=C/c2ccccn2)c2ccccc21	-4	1%	0.3%	1%	-3%	10	0	-8	-2
CN(C(=S)Nc1ccc(F)cc1)C1(c2ccccc2Cl)CCCCC1=O (configuration not stated)	4	-5%	3.3%	-14%	-8%	5	2	0	-5
O=C(Nc1ccc2nc(C3CC3)n(Cc3ccc(F)cc3)c(=O)c2c1)c1ccco1	-7	-6%	4.0%	-5%	2%	4	2	-10	-15
Cc1c(C(=O)N(C)Cc2ccccc2)oc2c(Cl)cccc12	0	-1%	-2.9%	-4%	-3%	26	-2	-28	-8
O=c1oc2c(F)cc(F)cc2cc1S(=O)(=O)c1ccc(F)cc1	-1	/	12%	/	/	4	69*	-10	6
COc1ccc(Cl)cc1-n1cc(-c2ccccc2)nc1SCC(=O)Nc1ccc(C)cc1	1	-2%	0.4%	3%	2%	-12	3	0	0
CCC(=O)N1CCN(c2ccccc2NC(=O)c2ccc(OC)c(Cl)c2)CC1	0	-2%	0.7%	-8%	1%	4	0	13	-5
CC(C)C[C@H](NC(=O)c1[nH]cnc1C(=O)N[C@@H](C)c1ccccc1)C(=O)OC(C)(C)C	0	11%	-0.8%	2%	-8%	18	5	/	1
COc1ccc(OC)c(NC(=O)CSC2=NN3CCCC(=O)N=C3S2)c1	/	-1%	5.2%	-13%	2%	1	7	-5	-4
Nc1nonc1-n1nnc(C(=O)N/N=C/c2ccccc2Cl)c1CSc1ccccc1	-4	-4%	-8.2%	14%	0%	-7	7	9	-21
COC(=O)C1=C(C)NC(C)=C(C(=O)OC)C1c1cn(-c2ccccc2)nc1-c1ccco1	-1	-2%	0.0%	1%	-4%	-3	4	8	-19
Cc1nc2ncnn2c(C)c1CCC(=O)N1CCc2ccccc2C1	-8	4%	7.3%	-10%	-1%	-4	0	-18	-3
CC(=O)Nc1ccc(S(=O)(=O)NCc2ccc(C(=O)NCCN3CCCCCC3)cc2)cc1	-1	-3%	0.9%	2%	-2%	-10	0	8	10
Cc1cc(C)c(S(=O)(=O)Nc2cccc(-c3cn4ccccc4n3)c2)c(C)c1	-2	4%	-1.2%	5%	1%	7	8	-15	-2
CCN(CC)S(=O)(=O)c1cccc(NN=c2c(=O)c3ccccc3c2=O)c1	-1	1%	15%	17%	-3%	/	3	-18	4

This is a subset (hit frequency here may not be typical).
